Pf Dd2 inh – blocks in vitro growth of P. falciparum Dd2; P. falciparum Dd2 growth, SYBR Green, 72 h; Potency, µM (highest dose often 28.9 µM), for the others: at the highest dose activity, negative = inhibition, usual class: inhibitors; 120,000 compounds, 4.3% hits; active = well fitted inhibition curve with a large enough effect; inconclusive = small, poorly fitted or top-dose-only effect; inactive = no such curve, though single readings can be large or run the other way;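 note: plate controls were DMSO vehicle for no effect and reference drug for full effect; nearly all actives have a fitted effect of over 65% in size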
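Readout: SYBR Green fluorescence, 485 nm excitation, 535 nm emission, after ~16 h lysis at 37C. Before that, Dd2-infected red cells (2.5% hematocrit) grew 72 h with compound, 29 uM top final concentration.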
* hit, by the source's call; i = inactive; ? = inconclusive; [ ] = another dose, or the depositor's remark. Potency is the fitted concentration of half-maximal effect. This is a subset, so the mix of outcomes need not match the whole.

Sample of the layout (18 entries):
| SMILES | Pf Dd2 inh |
| --- | --- |
| Cc1cc(C)cc(NC(=O)Cn2nnc(C(=O)NCc3ccco3)c2N)c1 | 12% |
| O=C(c1ccnc(-c2nnc3ccc(N4CCOCC4)nn23)c1)N1CCCCC1 | i |
| Cc1ccc(C(=O)N2CCC3(CC2)NC(=O)N(c2cccc(Cl)c2)N3)c(C)c1 | ? |
| O=C(CCC[C@@H]1[C@H]2CCCN3CCC[C@@H](CN1C(=O)c1ccccc1)[C@@H]23)Nc1ccc(F)cc1F | ? |
| COc1ccc(-c2noc([C@@H](C)N(C)C)c2C(=O)O)cc1 | 12%[44.1 µM] |
| CCCCc1nn2c(=O)cc(COC(=O)c3ccccc3NC(=O)c3cccs3)nc2s1 | 3% |
| CC(C)N1C[C@H](O)C[C@H]1c1nnc2n1CCN(C(=O)c1ccoc1)CC2 | -21% |
| CC(NC(=O)c1ccccc1)c1nc2ccccc2n1Cc1ccc(Cl)cc1 (stereo not drawn) | -15% |
| COc1ccccc1NC(=O)C1=C(C)Nc2nc(SCc3ccccc3C)nn2C1CC(C)C (stereo not drawn) | 0% |
| C[C@H]1CCCN1C(=O)c1nnc(COc2ccc(C#N)cc2)n1-c1cccnc1 | -19%[44.1 µM] |
| CC(=O)N1CCC(N2C[C@@H]3C[C@H]2C(=O)N(Cc2ccc(OC(F)(F)F)cc2)c2ccccc2O3)CC1 | ? |
| CCOC(=O)c1c(C)oc2nc(C)nc(NCCc3ccc(OCC)c(OCC)c3)c12 | ? |
| Cc1ccc(S(=O)(=O)NCc2nc(-c3cccc(C)c3)no2)cc1 | 33%[activator] |
| CCOc1ccc(-c2cccc(NS(=O)(=O)c3c(C)cc(C)cc3C)c2)nn1 | ? |
| COc1cccc(CN2Cc3nc(OCc4ccc(F)cc4)ccc3OCC2=O)c1 | i |
| CCCOc1ccc(CNC(=O)C2CCCN(c3nc4c(C)cc(C)cc4s3)C2)cc1 (stereo not drawn) | 3% |
| COc1cccc(CN2CCc3c(cc(C(=O)Nc4cccc(C)c4C)n3C)C2)c1 | 4.5µM* |
| CN(CC(=O)NCc1ccccc1)S(=O)(=O)c1ccc2[nH]c3c(c2c1)CCCC3 | -1% |

This part in full, from the start:
| SMILES | Pf Dd2 inh |
| --- | --- |
| Cc1cc(C)cc(NC(=O)Cn2nnc(C(=O)NCc3ccco3)c2N)c1 | 12% |
| O=C(c1ccnc(-c2nnc3ccc(N4CCOCC4)nn23)c1)N1CCCCC1 | i |
| Cc1ccc(C(=O)N2CCC3(CC2)NC(=O)N(c2cccc(Cl)c2)N3)c(C)c1 | ? |
| O=C(CCC[C@@H]1[C@H]2CCCN3CCC[C@@H](CN1C(=O)c1ccccc1)[C@@H]23)Nc1ccc(F)cc1F | ? |
| COc1ccc(-c2noc([C@@H](C)N(C)C)c2C(=O)O)cc1 | 12%[44.1 µM] |
| CCCCc1nn2c(=O)cc(COC(=O)c3ccccc3NC(=O)c3cccs3)nc2s1 | 3% |
| CC(C)N1C[C@H](O)C[C@H]1c1nnc2n1CCN(C(=O)c1ccoc1)CC2 | -21% |
| CC(NC(=O)c1ccccc1)c1nc2ccccc2n1Cc1ccc(Cl)cc1 (stereo not drawn) | -15% |
| COc1ccccc1NC(=O)C1=C(C)Nc2nc(SCc3ccccc3C)nn2C1CC(C)C (stereo not drawn) | 0% |
| C[C@H]1CCCN1C(=O)c1nnc(COc2ccc(C#N)cc2)n1-c1cccnc1 | -19%[44.1 µM] |
| CC(=O)N1CCC(N2C[C@@H]3C[C@H]2C(=O)N(Cc2ccc(OC(F)(F)F)cc2)c2ccccc2O3)CC1 | ? |
| CCOC(=O)c1c(C)oc2nc(C)nc(NCCc3ccc(OCC)c(OCC)c3)c12 | ? |
| Cc1ccc(S(=O)(=O)NCc2nc(-c3cccc(C)c3)no2)cc1 | 33%[activator] |
| CCOc1ccc(-c2cccc(NS(=O)(=O)c3c(C)cc(C)cc3C)c2)nn1 | ? |
| COc1cccc(CN2Cc3nc(OCc4ccc(F)cc4)ccc3OCC2=O)c1 | i |
| CCCOc1ccc(CNC(=O)C2CCCN(c3nc4c(C)cc(C)cc4s3)C2)cc1 (stereo not drawn) | 3% |
| COc1cccc(CN2CCc3c(cc(C(=O)Nc4cccc(C)c4C)n3C)C2)c1 | 4.5µM* |
| CN(CC(=O)NCc1ccccc1)S(=O)(=O)c1ccc2[nH]c3c(c2c1)CCCC3 | -1% |
| COCCOc1cc(=O)n2c(c1C(=O)NCc1ccccc1OC)CCOCC2 | -19% |
| CC(C)C(=O)N1Cc2ccccc2CC2(CCN(CC3CCNCC3)C2)C1 (stereo not drawn) | 2% |

More structures:
| SMILES | Pf Dd2 inh |
| --- | --- |
| COCCNC(=O)C(NC(=O)C1CCCC1)C1CCN(C(=O)c2ccc(F)cc2)CC1 (stereo not drawn) | 5% |
| COc1cc(=O)n2c(c1C(=O)Nc1ccc(C)cc1C)CCCC2 | ? |
| Cc1cccc(C(=O)Nc2nnc(S(=O)(=O)N3CCOCC3)s2)c1 | -19% |
| Cc1cccc(OCC(O)Cn2c(=N)n(CCN3CCCCC3)c3ccccc32)c1 (stereo not drawn) | 10µM* |
| CC1(C)[C@H](Cc2cc(COc3ccccc3)on2)C[C@@H]1NC(=O)NCc1ccccc1 | -1%[44.1 µM] |
| Cc1ccc(C)c(N2CCN(C(=O)c3cc(C)nc4c3c(C)nn4-c3ccccc3)CC2)c1 | 8.9µM* |
| N#Cc1ccc(S(=O)(=O)N2CCCOCCNC(=O)[C@@H]3CCC[C@@H]32)cc1 | -5% |
| Cc1noc([C@@H]2CN(C(=O)c3ccc4[nH]ccc4c3)C[C@H]2CO)n1 | 18% |
| O=C(Cc1ccccc1)N1CCC2(CNS(=O)(=O)c3cccnc3O2)C1 (stereo not drawn) | 60%[activator] |
| O=C(NCCN1CCOCC1)c1ccc(C2CCCNC2)cc1 (stereo not drawn) | -20% |
| COc1ccc(Cl)cc1NC(=O)c1cc(S(=O)(=O)N(C)Cc2ccccc2)ccc1F | 84%[activator] |
| Cn1cc(-c2ccccc2OC(F)(F)F)c2nc(CN3CCNC(=O)C3)cn2c1=O | -12%[44.1 µM] |
| CCNC(=O)N1CCCC1c1noc(CCC(=O)NCC(C)C)n1 (stereo not drawn) | 6% |
| CN1CCN([C@H]2CCN(C(=O)c3ccc(N(C)C)nc3)C[C@H]2CCC(=O)O)CC1 | 11% |
| CC(=O)Nc1ccc(CC(=O)NCCc2noc(C3CC3)n2)cc1 | 52%[activator] |
| COC(=O)CC[C@H]1CNC(=O)[C@@H]2[C@@H](CCN2Cc2ncc[nH]2)N1C | 5%[44.1 µM] |
| O=C1[C@@H]2C[C@@H](CN2C(=O)C2CCOCC2)Oc2ccccc2N1Cc1ccccc1 | 9%[44.1 µM] |
| CCOc1ccc(NC(=O)CSc2cn(CC(=O)N3CCCCCC3)c3ccccc23)cc1 | -4% |
| COc1ccc2[nH]c3c(c2c1)CCNC31CCN(C(=O)Cc2ccccc2)CC1 | -34% |
| COc1cc([N+](=O)[O-])ccc1NC(=O)N1CCC2(CC1)Nc1cc(F)ccc1-n1cccc12 | ? |

The listing continues:
| SMILES | Pf Dd2 inh |
| --- | --- |
| CC(=O)c1cc2c(cc1N/C(=N/S(=O)(=O)c1ccc(C)cc1)c1ccccc1)OCO2 | -24% |
| CN1CCN(Cc2ccc(Nc3cnc4ccc(-n5ccnc5)nn34)cc2)CC1 | ? |
| COCCO[C@H]1C(=O)N(C2CCN(S(C)(=O)=O)CC2)[C@H]1c1ccncc1 | 0% |
| COc1ccc(-c2nn(-c3ccccc3C)c(OC(C)=O)c2-c2ccc(NC(C)=O)cc2)cc1OC | ? |
| Cc1ccc2c(c1Br)C(O)(CC(=O)c1ccc(F)cc1)C(=O)N2 (stereo not drawn) | 30%[activator] |
| COc1ccccc1N1CCN(C(=O)c2cc3c(-c4ccccc4F)nn(C)c3s2)CC1 | 11µM* |
| CCCCN(CCCC)C1=C(C(=O)c2ccccc2)N(C)S(=O)(=O)c2ccccc21 | -14% |
| CCOc1ccc(NC(=O)c2sc3nc4c(c(-c5ccc(OC)cc5)c3c2N)C(=O)CC(C)(C)C4)cc1 | ? |
| CCOc1ccccc1NC(=O)Cn1c(=O)n(CC(=O)NCc2ccccc2Cl)c(=O)c2sccc21 | -8% |
| COCCNc1cc(-c2ccnc(SC)n2)c2cc[nH]c2n1 | ? |
| Fc1ccc(-c2noc3ncnc(NCc4cccc(Cl)c4)c23)cc1 | ? |
| COc1ccc(-c2cc(C(F)(F)F)nc(NCCc3ccccc3)n2)cc1 | i |
| COc1ccc(S(=O)(=O)NC[C@H]2C[C@@H]3CCN2C[C@@H]3CN2CCc3ccccc32)cc1 | 11µM* |
| CCN(CC)C(=O)Cn1c(=O)n(-c2ccccc2)c(=O)c2c3c(sc21)CCC3 | 9% |
| Cc1ccc(OCC(=O)N(Cc2ccco2)Cc2ccco2)cc1 | -7% |
| CCCc1noc(-c2cn(C3CCN(C(=O)c4cccc(C#N)c4)CC3)nn2)n1 | i |
| CCOc1ccccc1N(C)C(=O)c1sc2nc3n(c(=O)c2c1C)CCCC3 | -11% |
| O=C(CN1C(=O)C(c2ccccc2)=NC12CCCC2)NC1CCCCC1 | 61%[activator] |
| COc1ccc(C(=O)N2C[C@@H](Oc3ccccc3)C[C@H]2C(=O)N2CCOCC2)cc1 | -10% |
| COc1cc(Cl)c(C)cc1NC(=O)c1ccc2c(SCC(=O)O)c3c(nc2c1)CCCC3 | ? |

(more compounds)
| SMILES | Pf Dd2 inh |
| --- | --- |
| CNC(=O)c1cc(-c2ccc(N3CCOCC3)cc2)cc2c1OCCN2Cc1cccnc1 | 10µM* |
| Cc1cc(C)cc(Oc2coc3c(CN4CCN(C)CC4)c(O)ccc3c2=O)c1 | i |
| CCN(C(C)=O)C1CCN(Cc2nc(-c3cccc(Cl)c3)oc2C)C1 (stereo not drawn) | -16% |
| C[C@H]1CCCN1C(=O)c1nnc(COc2ccccc2F)n1-c1ccccc1 | i |
| CCN(CC)C(=O)c1sc2c(c1C)c(=O)n(-c1ccc(Cl)c(Cl)c1)c(=O)n2Cc1ccccc1C#N | ? |
| CNC(=O)[C@@H]1CN(C(=O)CCc2cccc(OC)c2)C[C@H]1c1nc(C)no1 | -4% |
| O=C(O)C1CCc2nnc(C3CCCN(C(=O)Cc4ccccc4)C3)n21 (stereo not drawn) | i |
| CCOCCNc1ncnc2c1CN(C1CCCNC1)C(=O)CN2C (stereo not drawn) | 10% |
| CC(C)CCN1CCC2(CC1)CNc1ccccc1[S+](=O)([O-])N2 | i |
| Cc1cc(C(=O)NCC2CC2)c2c(C3CCNCC3)noc2n1 | 1% |
| CC(C)C[C@@H]1N[C@H](C(=O)N2CCN(C)CC2)Cc2cn(Cc3cccnc3)c3cccc1c23 | -8% |
| COc1cccc(NC(=O)CN2C(=O)CSc3ccc(S(=O)(=O)N4CCCC4)cc32)c1 | i |
| CCC(C)NC(=O)CSc1nc2c(sc3ccccc32)c(=O)n1CCc1ccc(OC)c(OC)c1 (stereo not drawn) | 26% |

Screening results as filed in PubChem.
